# Screens (PubChem)
# NCF1 inh: inhibitors of human p47phox binding; AID 1274; P14598; inhibition, % at 24.7 µM; 220,000 compounds, 0.53% hits; p47phox/p22phox peptide binding, fluorescence polarization, 2 h;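 active = inhibition above about 30%, limit read from the data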;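 also: 0% = p47phox with labelled peptide and 100% = labelled peptide alone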
# Runt-CBFb FRET: inhibitors of human RUNX1 Runt domain binding to CBFb. inhibition, % at 20 µM. Q01196+Q13951. 220,000 compounds, 0.46% hits. Cerulean-Runt/Venus-CBFb FRET ratio 530/480, 1 h;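 active = inhibition over about 50% at 20 µM in the single-dose screen, limit read from the data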;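 also: 0% = DMSO wells and 100% = excess unlabeled CBFb competitor control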
# Target sequence (Q01196 whole entry, looked up, the tested form may be a part): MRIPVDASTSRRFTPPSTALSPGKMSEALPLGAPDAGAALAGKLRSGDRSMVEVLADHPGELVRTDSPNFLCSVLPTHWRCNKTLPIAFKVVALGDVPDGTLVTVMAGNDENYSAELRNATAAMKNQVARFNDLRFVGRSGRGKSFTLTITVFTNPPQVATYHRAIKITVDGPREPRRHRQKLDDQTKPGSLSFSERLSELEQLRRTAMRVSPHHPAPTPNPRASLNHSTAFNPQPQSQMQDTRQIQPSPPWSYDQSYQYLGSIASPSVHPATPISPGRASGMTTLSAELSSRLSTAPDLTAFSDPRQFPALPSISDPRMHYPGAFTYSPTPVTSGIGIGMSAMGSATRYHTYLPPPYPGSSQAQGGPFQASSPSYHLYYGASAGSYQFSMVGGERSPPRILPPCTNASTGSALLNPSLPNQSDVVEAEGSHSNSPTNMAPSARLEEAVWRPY
# Target sequence (Q13951 whole entry, looked up, the tested form may be a part): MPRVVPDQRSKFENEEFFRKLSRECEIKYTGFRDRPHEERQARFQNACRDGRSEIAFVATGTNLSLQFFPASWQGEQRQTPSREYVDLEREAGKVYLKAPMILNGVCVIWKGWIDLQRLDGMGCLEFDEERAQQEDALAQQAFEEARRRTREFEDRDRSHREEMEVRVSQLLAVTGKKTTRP
#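 Buffer or medium: Tris pH 7.5 buffer with BSA. Assay system: Cerulean-labeled Runt domain protein. Amount: each fluorescent fusion protein 100 nM. Read-out basis: loss of energy transfer signal. Incubation: 1 h compound exposure, room temperature. Probe or stimulus: Venus-CBFb binding partner, 100 nM. Detection: FRET, excitation 422 nm, emission at 530 and 480 nm.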
# p97 inhibitor: human p97 ATPase inhibition; P55072; recombinant p97 ATPase, Kinase-Glo ATP luminescence, 3 h; inhibition, % at 8 µM; 220,000 compounds, 0.42% hits; in the data active = inhibition above about 15%;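 also: 0% = DMSO vehicle and 100% = wells lacking enzyme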
# Furin inh: blocks human furin protease activity; AID 463115; inhibition, % at 30 µM; purified furin, fluorogenic substrate cleavage; P09958; 220,000 compounds, 0.061% hits; in the data active = inhibition above about 25%; also: inactives centre near -15
# Calpain2 inh: blocks pig calpain II enzyme activity; 220,000 compounds, 0.37% hits; purified calpain II, fluorogenic peptide substrate, 30 min; inhibition, % at 16 µM; AID 1236;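 active = inhibition above about 50%, limit read from the data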
# Runt-SMMHC FRET: blocks binding of human RUNX1 Runt domain to CBFb-SMMHC; inhibition, % at 20 µM; Cerulean-Runt/Venus-CBFb-SMMHC FRET ratio 530/480, 1 h; 220,000 compounds, 0.74% hits; Q01196+Q13951;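 active = mean inhibition across duplicate retests at 20 µM reaching about 50%, limit read from the data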;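 also: 0% = DMSO wells and 100% = wells with excess untagged CBFb-SMMHC; inhibitors lower the FRET ratio by blocking Runt binding to CBFb-SMMHC; some results filed as inactive read as strong as hits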
# Tb hexokinase: blocks Trypanosoma brucei hexokinase 1 activity. recombinant TbHK1, G6PDH-coupled NADH A340. inhibition, % at 10 µM. 220,000 compounds, 0.11% hits. AID 1430;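 active = inhibition of 50% or more in the single-dose primary screen; inactive = inhibition below 50%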
# EBV gp42 inh: EBV gp42 inhibition | Fluorescence polarization binding assay, mP read-out | inhibition, % (tested at 21.74 µM) | 220,000 compounds, 0.42% hits | AID 1085; in the data active = inhibition above about 50%
# Target sequence (Q1HVG2 whole entry, looked up): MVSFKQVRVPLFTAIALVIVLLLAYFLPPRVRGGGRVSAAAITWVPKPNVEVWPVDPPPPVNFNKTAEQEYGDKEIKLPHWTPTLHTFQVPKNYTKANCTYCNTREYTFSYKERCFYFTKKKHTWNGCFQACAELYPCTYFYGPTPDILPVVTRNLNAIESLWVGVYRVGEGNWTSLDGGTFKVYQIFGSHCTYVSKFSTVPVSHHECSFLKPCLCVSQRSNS
# RBBP9 inh: inhibitors of human serine hydrolase RBBP9. inhibition, % at 7.94 µM. O75884. 220,000 compounds, 0.2% hits. recombinant RBBP9, FP-Rh probe fluorescence polarization;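 active = inhibition above the campaign mean of all tested compounds plus 3 SD, cut at about 14% in these data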;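 also: plate controls were DMSO wells with RBBP9 for no effect and wells lacking RBBP9 protein for full effect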
#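 system = RBBP9 protein | input = RBBP9 at 2.5 µM in dispensed solution, before mixing | measured by = fluorescence polarization (mP), excitation 525 nm, emission 598 nm | incubation = enzyme-compound preincubation 30 min, then probe labeling 45 min, 25 °C | buffer or medium = Tris-NaCl-Pluronic buffer, pH 8.0 | compound = single dose 7.94 µM | also added = FP-Rh probe, 375 nM dispensing solution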
# * = called active by the depositor; i = inactive; · = no result given; [ ] = dose if it differs, or a comment. The order is random, and some 2.7% of all compounds hit somewhere here.
smiles	NCF1 inh	Runt-CBFb FRET	p97 inhibitor	Furin inh	Calpain2 inh	Runt-SMMHC FRET	Tb hexokinase	EBV gp42 inh	RBBP9 inh
CCOc1ccc(NC(=O)CSc2nnc(CNC(=O)c3ccco3)o2)cc1	-13	0	5	-41	-28	2	-5	-1	-9
COCCn1nnnc1C(c1cc2cc(OC)c(OC)cc2[nH]c1=O)N1CCN(c2ccc(O)cc2)CC1 (stereo not given)	2	·	4	-38	-167	·	-27	-18	7
CC1CCc2nc(N)c(C#N)c(-c3cccn3C)c2C1 (stereo not given)	-17	-9	-5	-28	-27	1	-1	3	2
Cc1cc2nc(-c3cccnc3SCC(=O)NC3CC3)[nH]c2cc1C	0	2	-14	-29	-73	2	-8	-7	-2
C=CCNC(=O)c1ccccc1NC(=O)c1ccc(Cl)c(S(=O)(=O)Nc2cc(C)ccc2C)c1	-10	1	1	-15[20 µM]	-147	-6	5	-23	-3
O=C(CCC1CCCN(C(=O)CCN2CCCCC2=O)C1)NCc1ccccc1F (stereo not given)	5	1	-2	-16	9	-1	6	-5	-8
CCCCCCn1c(=O)[nH]c2nc3cc(N)ccc3nc2c1=O	-24	i	7	-15	10	-321	-3	148*	0
C=CC1C(N2CCOCC2)C(C)(C)S1(=O)=O (stereo not given)	-10	-2	-1	-11	-7	4	2	-18	-4
COc1ccc(-c2noc(-c3ccccc3-c3ccccc3)n2)cc1OC	-9	-4	-10	-5[20 µM]	-23	-4	6	-20	-6
O=C(O)c1ccc(Oc2c(C(F)(F)F)oc3cc(O)ccc3c2=O)cc1	-18	-3	9	-21	0	-13	-3	-21	-8
CCOc1ccc(NS(=O)(=O)c2ccc(NS(C)(=O)=O)cc2)cc1	-10	-1	0	-16	-2	1	-1	-18	-12
CCC(C)c1ccc(OCCn2ccnc2)cc1 (stereo not given)	-2	-4	-7	-6	14	2	12	2	-8
COCCNCCOCCOc1ccc(Cl)c(C)c1	5	2	-1	-24[20 µM]	-16	1	-1	-14	-5
CCCCCc1ccc(-c2ccc(/C=C/C(=O)O)cc2)nc1	0	-10	-6	6	-6	0	40	8	-11
Cc1ccc(-c2nc(CN(C)C)cc(CN(C)C)c2O)cc1	-11	0	-1	-4	i	-3	18	-4	-7
Cc1ccc(C(=O)Nc2ccccc2C(=O)NC(Cc2c[nH]c3ccccc23)C(=O)O)cc1 (stereo not given)	-5	-1	-5	2	-23	1	-1	7	-18
CCn1c(SCC(=O)c2cccs2)nnc1-c1ccco1	-21	12	2	-12	-5	15	-4	-8	5
COc1cc(/C=C2/C(=N)N3C=CSC3=NC2=O)ccc1OCCCOc1cc(C)ccc1C	1	·	0	-15[20 µM]	-20	-22	-22	-22	-9
CC(C)CN(C(=O)COC(=O)c1cc2c(s1)CCC2)C1CCS(=O)(=O)C1 (stereo not given)	-3	-1	-1	-8	-81	1	-3	19	6
COC(=O)CN(C#N)c1nc(N(C)C)nc(N(C)C)n1	0	2	-3	-17	-12	1	-3	3	0
COc1ccc(C2CC(=O)c3c([nH]c(C(=O)OC(C)C)c3C)C2)cc1OC (stereo not given)	-9	-2	3	-20	7	-7	1	-3	-8
Cc1cc(C)c2cc(CN(CC3CCCO3)C(=S)NCc3ccco3)c(=O)[nH]c2c1 (stereo not given)	-7	·	-3	-8	-16	·	-14	4	-6
COc1cc2c(cc1NC(=O)Cc1ccc(C)cc1)oc1ccccc12	-13	1	9	-31	-6	2	0	-4	-3
COc1cccc(C(c2sc3ncnn3c2O)N2CCc3ccccc3C2)c1 (stereo not given)	10	8	-2	-6	11	0	5	-28	2
Clc1ccc(OCCCN2CCCCC2)c(Br)c1	-7	0	0	-8	-4	-2	11	-13	-4
Cn1c(=O)cc(OCC(=O)N2CCC(N3CCCCC3)CC2)c2ccccc21	-11	-1	2	-47	-2	2	-5	-23	-5
CCOC(=O)Nc1ccc(S(=O)(=O)Nc2nc(C)cc(C)n2)cc1	-8	1	5	-24[20 µM]	-1	2	-5	-4	3
CN(C)C1NC(=O)c2cc(-c3ccccc3)sc2N1 (stereo not given)	-14	-2	4	8	-31	-3	-33	-7	-3
N=c1scc(-c2ccccc2)n1/N=C/c1ccco1	-7	15	10	-18	-33	2	-14	4	-1
CS(=O)(=O)n1nc(OC(=O)c2cccc3ccccc23)cc1N	-6	1	11	-14	-44	0	-4	-1	-8
Nc1c(C(=O)NCc2ccc3c(c2)OCO3)nnn1-c1ccc(OC(F)(F)F)cc1	-5	-2	5	-8[20 µM]	16	-4	-6	6	-1
COc1ccccc1C(O)(c1ccccc1)C(CN1CCOCC1)c1ccccc1 (stereo not given)	-9	-2	-2	-19	-1	0	-5	-1	0
O=C(N/N=C/C1CC=CCC1)c1cc(Br)ccc1O (stereo not given)	-15	3	6	-11	-49	3	-3	-14	-2
C=C(C)C(=O)N1CC2(CC(c3cccc(NC(=O)CC)c3)=NO2)C[C@H]1C(N)=O (stereo not given in full)	2	2	·	-17	-10	-4	7	4	·
COc1cc2c(cc1O)C(Cc1ccc(O)cc1)[N+](C)([O-])CC2 (stereo not given)	-2	2	·	-14	-5	-1	-6	-19	·
Clc1nc(NCc2ccco2)nc(N2CCCCC2)n1	-1	0	4	-25	-3	16	-1	-7	4
S=c1nc(C23CC4CC(CC(C4)C2)C3)nc2sccn12	-18	1	-7	-11	13	-5	-1	1	-10
O=c1c2ccccc2c(-c2ccccc2)nn1Cc1c(Cl)cccc1Cl	-9	-2	6	-11[20 µM]	-17	-3	7	1	3
COc1ccccc1NC(=O)c1coc(=O)c(Br)c1	-17	-32	-2	-9	-22	-122	-23	21	-8
Cc1cccc(C)c1NC1=NC(=S)N(c2ccc(C(=O)O)cc2)C12CCCCC2	-4	2	0	-18	-3	1	-3	-17	-2
Cc1ccc(S(=O)(=O)N/N=C/c2cnn(C)c2C)cc1	-14	-3	-6	-7[20 µM]	6	-1	-2	-155	-8
CNC(=O)COC(=O)c1nc(-n2nc(C)cc2C)ccc1Cl	-13	0	7	-18	-13	-2	-1	-9	-3
CCC(C)n1c(=N)c(C#N)cc2c(=O)n3cccc(C)c3nc21 (stereo not given)	-6	104*	4	-89	-236	91*	-5	-18	-8
Cc1cccc(OCCCOc2cccc3cccnc23)c1C	1	-6	-4	-7[20 µM]	21	-1	2	-9	-10
O=C(CNC(=O)c1ccc2c(c1)OCO2)N/N=C/c1cccc([N+](=O)[O-])c1	5	-2	3	-14	5	2	-5	3	-6
Cc1sc2nc(CSc3ccc([N+](=O)[O-])c(C(F)(F)F)c3)[nH]c(=O)c2c1C	-113	-7	0	-14	-1	-22	0	-41	-5
O=C(Nc1ccc2oc(-c3cccc(F)c3)nc2c1)c1ccccc1F	-24	2	-5	-4[20 µM]	-252	2	-15	5	3
O=C1c2ccccc2C(=O)N1OCCOCCOCCON1C(=O)c2ccccc2C1=O	-2	1	-2	-12	10	0	25	-28	-4
CCCn1nc2cc(C(=O)NCCc3cccs3)ccc2c1OCC	-12	-1	0	-22[20 µM]	i	1	-4	-9	-3

# An excerpt of these results, with two lines to a compound:
# Order of results: NCF1 inh, Runt-CBFb FRET, p97 inhibitor, Furin inh, Calpain2 inh, Runt-SMMHC FRET, Tb hexokinase, EBV gp42 inh, RBBP9 inh
CS(=O)(=O)n1nc(OC(=O)c2cccc3ccccc23)cc1N
  -6, 1, 11, -14, -44, 0, -4, -1, -8
Nc1c(C(=O)NCc2ccc3c(c2)OCO3)nnn1-c1ccc(OC(F)(F)F)cc1
  -5, -2, 5, -8[20 µM], 16, -4, -6, 6, -1
COc1ccccc1C(O)(c1ccccc1)C(CN1CCOCC1)c1ccccc1 (stereo not given)
  -9, -2, -2, -19, -1, 0, -5, -1, 0
O=C(N/N=C/C1CC=CCC1)c1cc(Br)ccc1O (stereo not given)
  -15, 3, 6, -11, -49, 3, -3, -14, -2
C=C(C)C(=O)N1CC2(CC(c3cccc(NC(=O)CC)c3)=NO2)C[C@H]1C(N)=O (stereo not given in full)
  2, 2, ·, -17, -10, -4, 7, 4, ·
COc1cc2c(cc1O)C(Cc1ccc(O)cc1)[N+](C)([O-])CC2 (stereo not given)
  -2, 2, ·, -14, -5, -1, -6, -19, ·
Clc1nc(NCc2ccco2)nc(N2CCCCC2)n1
  -1, 0, 4, -25, -3, 16, -1, -7, 4
S=c1nc(C23CC4CC(CC(C4)C2)C3)nc2sccn12
  -18, 1, -7, -11, 13, -5, -1, 1, -10
O=c1c2ccccc2c(-c2ccccc2)nn1Cc1c(Cl)cccc1Cl
  -9, -2, 6, -11[20 µM], -17, -3, 7, 1, 3
COc1ccccc1NC(=O)c1coc(=O)c(Br)c1
  -17, -32, -2, -9, -22, -122, -23, 21, -8
Cc1cccc(C)c1NC1=NC(=S)N(c2ccc(C(=O)O)cc2)C12CCCCC2
  -4, 2, 0, -18, -3, 1, -3, -17, -2
Cc1ccc(S(=O)(=O)N/N=C/c2cnn(C)c2C)cc1
  -14, -3, -6, -7[20 µM], 6, -1, -2, -155, -8
CNC(=O)COC(=O)c1nc(-n2nc(C)cc2C)ccc1Cl
  -13, 0, 7, -18, -13, -2, -1, -9, -3
CCC(C)n1c(=N)c(C#N)cc2c(=O)n3cccc(C)c3nc21 (stereo not given)
  -6, 104*, 4, -89, -236, 91*, -5, -18, -8
Cc1cccc(OCCCOc2cccc3cccnc23)c1C
  1, -6, -4, -7[20 µM], 21, -1, 2, -9, -10
O=C(CNC(=O)c1ccc2c(c1)OCO2)N/N=C/c1cccc([N+](=O)[O-])c1
  5, -2, 3, -14, 5, 2, -5, 3, -6
Cc1sc2nc(CSc3ccc([N+](=O)[O-])c(C(F)(F)F)c3)[nH]c(=O)c2c1C
  -113, -7, 0, -14, -1, -22, 0, -41, -5
